CHT PAM: CHT positive allosteric modulators, primary screen, cell-based, membrane potential dye, choline EC20; CHT-expressing cells; active compounds read high; LV-AA mutant CHT in HEK293 cells; B-score at 10 µM; 0.49% of 310,000 active; AID 488977, 2010;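 active = initial fluorescence not abnormally high and integrated response B-score, plate-corrected, over 3 SD above library mean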
Target sequence (Q9GZV3 whole entry, looked up): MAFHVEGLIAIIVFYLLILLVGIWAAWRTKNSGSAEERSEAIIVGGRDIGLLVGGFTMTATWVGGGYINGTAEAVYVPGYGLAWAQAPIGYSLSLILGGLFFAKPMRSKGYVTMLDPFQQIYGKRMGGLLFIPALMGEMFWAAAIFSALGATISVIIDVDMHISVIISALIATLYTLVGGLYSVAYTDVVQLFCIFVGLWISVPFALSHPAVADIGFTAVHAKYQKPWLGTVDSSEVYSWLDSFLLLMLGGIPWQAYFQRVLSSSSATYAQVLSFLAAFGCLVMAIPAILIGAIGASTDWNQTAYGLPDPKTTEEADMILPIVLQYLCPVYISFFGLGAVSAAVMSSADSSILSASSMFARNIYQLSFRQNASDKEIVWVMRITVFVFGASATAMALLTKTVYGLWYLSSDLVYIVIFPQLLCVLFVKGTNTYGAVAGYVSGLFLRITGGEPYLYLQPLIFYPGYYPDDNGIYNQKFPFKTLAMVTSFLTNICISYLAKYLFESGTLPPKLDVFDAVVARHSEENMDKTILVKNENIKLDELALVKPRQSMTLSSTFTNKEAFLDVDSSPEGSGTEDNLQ
CHT inh: inhibitors of human choline transporter CHT. CHT-expressing cells, membrane potential dye, choline response; active compounds read low. B-score at 10 µM. 0.86% of 310,000 active;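 active = B-score over 3 SD under the library average, and starting fluorescence ratio not unusually high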;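 also: choline stimulus applied at its EC90 after an EC20 pre-addition; B-score computed on integrated fluorescence ratio after choline addition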
Calls only; i = inactive.

SMILES | CHT PAM | CHT inh
CCOC(=O)N1CCC(c2cc(=O)n(-c3ccccc3)[nH]2)CC1 | i | i
Cc1c(Cl)cccc1NC(=O)CCCN1C(=O)CCC1=O | i | i
CC1CN(CCCCN2C(=O)c3ccccc3C2=O)CC(C)O1 (stereo not given) | i | i
C/C(=N/NC(=O)c1sc(NS(=O)(=O)c2ccccc2)nc1C)c1ccc(F)cc1 | i | i
CC(C)NC(=O)NC(=O)COC(=O)c1ccc(NC(=O)CC#N)cc1 | i | i
CC#CC(=O)N1CCC(n2nccc2NC(=O)c2ccc3c(c2)OCO3)CC1 | i | i
O=C1C(c2cc(=O)c3ccccc3[nH]2)=C(O)c2ccccc21 | i | i
Cc1cc(NC(=O)CSCC(=O)N(c2cccc(Cl)c2)C(C(=O)NC2CCCCC2)c2ccc(O)c(O)c2)no1 (stereo not given) | i | i
COc1ccccc1NC(=O)c1ccc(-c2ccccc2F)o1 | i | i
COc1ccc(-c2cc(C(=O)N3CCN(c4ccccc4OC)CC3)no2)cc1 | i | i
CCOC(=O)N1CCN(C(=O)C2CCC(CNS(=O)(=O)c3ccc(Cl)cc3)CC2)CC1 (stereo not given) | i | i
CN1C(C(=O)NCCc2cccs2)CC2Cn3c(nc4cc5ccccc5cc43)C21 (stereo not given) | i | i
CC(C)(C)c1ccc(-c2nc(C#N)c(NCc3ccncc3)o2)cc1 | i | i
Cc1ccccc1-c1nc2cc(Cl)ccc2c(=O)o1 | i | i
Cc1ccc(S(=O)(=O)NCC(=O)OC(C)C(=O)Nc2ncc(Cl)cc2Cl)cc1 (stereo not given) | i | i
CCOC(=O)C(=O)Nc1ccc2c(c1)OCO2 | i | i
CCN(CC(=O)NCc1ccc(Cl)cc1)C(=O)CCC(=O)c1ccc(F)cc1 | i | i
CCCC(=O)Nc1ccc(N2CCOCC2)cc1 | i | i
O=C(Cn1c(=O)[nH]c2sc3c(c2c1=O)CCCC3)NCC1CCCO1 (stereo not given) | i | i
Cc1cccc(C(=O)Nc2ccc(S(=O)(=O)Nc3nc(C)cc(C)n3)cc2)c1 | i | i
CN(C(=S)Nc1ccc(SC(F)F)cc1)c1ccc(O)cc1 | i | i
Nc1ncc(-c2ccc([N+](=O)[O-])cc2)cn1 | i | i
Cc1ccc(C(=O)NCCc2csc(-c3cccnc3)n2)cc1 | i | i
Oc1cnc2ccccc2c1CN1CCOCC1 | i | i
CCOc1ccccc1NC(=O)COc1ccc(S(=O)(=O)N2CCCC2)cc1 | i | i
Cc1cccc(NC(=S)N2CCN(Cc3ccc4c(c3)OCO4)CC2)c1C | i | i
O=C(C1CCCN(S(=O)(=O)c2ccccc2)C1)N1CCCCC1 (stereo not given) | i | i
COc1ccc(-c2nnn(CC(=O)N(CCO)C(C(=O)NC3CCCC3)c3ccc(F)cc3)n2)cc1 (stereo not given) | i | i
Cc1ccccc1NC(=O)c1nc2nccc(C)n2n1 | i | i
CCOC(=O)Cn1c(=O)oc2cc(S(=O)(=O)NC3CCCCC3)ccc21 | i | i
O=C(NC(=S)Nc1ccc(N2CCOCC2)cc1)c1cccc(Cl)c1 | i | i
CCOC(=O)Nc1ccc2nc(Sc3ccc(Cl)cc3)sc2c1 | i | i
COc1ccc(C2Nc3cc(OC)ccc3-n3cccc32)cc1 (stereo not given) | i | i
CC(=O)Nc1cccc(NC(=O)CSc2nc(=O)n(CCN3CCOCC3)c3c2CCC3)c1 | i | i
CCc1cc(=O)oc2c(C)c(OC(C)C(=O)NCCCn3ccnc3)ccc12 (stereo not given) | i | i
C/C(N)=C(/C#N)C(=O)COC(=O)C1Cc2ccccc2CN1S(C)(=O)=O (stereo not given) | i | i
C=CCn1c(SCC(=O)c2ccc(Br)cc2)nnc1C(C)NC(=O)Cc1ccc(OC)cc1 (stereo not given) | i | i
COC(=O)C1=C(C)N(CC(C)C)C(=O)C1 | i | i
CN1CCN(c2ccc([N+](=O)[O-])cc2C(=O)N2CCOCC2)CC1 | i | i
Cc1cc(Oc2ccccc2)nc(OCC#N)n1 | i | i
NC(=O)CCN1CCN(S(=O)(=O)/C=C/c2ccccc2)CC1 | i | i
NC(=O)c1ccc(NC(=O)CS(=O)(=O)c2cn(CC(=O)N3CCCC3)c3ccccc23)cc1 | i | i
CCC(=O)NC(=S)Nc1cccc(NC(=O)c2ccco2)c1 | i | i
CCSc1nc2ccccc2n1CC(N)=O | i | i
Cc1cccc(/C=C2\CCC(=C3SCCCS3)C2=O)c1 | i | i
CCc1nnc(NC(=O)c2ccc(S(=O)(=O)N3CCCC3)cc2)s1 | i | i
O=C1CNC(=S)N1Cc1ccccc1 | i | i
Cc1ccc2nc(NC(=O)CCCC(=O)O)sc2c1 | i | i
CCc1c(C)c(C#N)c2nc3ccccc3n2c1NCCN(C)C | i | i
O=C(c1ccco1)c1cn(CC(=O)N2CCCCC2)c2ccccc12 | i | i
CCS(=O)(=O)c1nc(S(=O)(=O)c2ccc(C)cc2)c(N2CCN(CCO)CC2)s1 | i | i
COc1cc(OC)cc(C(=O)NCC(=O)OCC(=O)/C=C2/N(C)c3ccccc3C2(C)C)c1 | i | i
COc1cc(C(=O)NCCOc2cc(C)cc(C)c2)c(Br)c(OC)c1OC | i | i
CC12CCC(=O)N1C(C(=O)OCc1c(Cl)cccc1Cl)CS2 (stereo not given) | i | i
CC(Sc1nnc(-c2cccs2)n1Cc1ccccc1)C(=O)NCc1ccc2c(c1)OCO2 (stereo not given) | i | i
O=C(CNC(=O)c1ccc(Cl)cc1)Nc1ccccc1C(F)(F)F | i | i
COCCCn1c(=O)c2ccccc2c2ccccc2c1=O | i | i
Cc1onc(-c2ccccc2Cl)c1C(=O)N1CCN(c2ncccn2)CC1 | i | i
O=C(Nc1cc(C(F)(F)F)ccc1N1CCCC1)c1ccc2c(c1)OCO2 | i | i
COCCOC(=O)c1[nH]c2c(c1C)C(=O)CC(c1cc(OC)c(OC)c(OC)c1)C2 (stereo not given) | i | i

The list goes on:
SMILES | CHT PAM | CHT inh
CC(NC(=O)C(c1ccccc1)c1ccccc1)C(=O)N1CCCCC1 (stereo not given) | i | i
Cc1cc(NC(=O)CCSc2nc(-c3ccco3)cc(C(F)(F)F)n2)no1 | i | i
N=c1c(C(=O)NCC2CCCO2)cc2c(=O)n3ccccc3nc2n1Cc1ccc(Cl)cc1 (stereo not given) | i | i
O=C(NCc1ccco1)C(=O)NCC1OCCCN1S(=O)(=O)c1ccc(F)cc1 (stereo not given) | i | i
COc1ccc(-c2ccc(=O)n(Cc3c(F)cccc3Cl)n2)cc1 | i | i
COc1ccc(-n2ncc(C(=O)N3CCN(c4ccc(F)cc4)CC3)c2C)cc1 | i | i
CCOC(=O)c1c(CN(CC)CC)oc2cc(Br)c(O)cc12 | i | i
Cc1cc(OCC(=O)NCc2ccncc2)c2c(C)cc(=O)oc2c1 | i | i
Cc1cc(OCC(=O)N2CCN(c3ccccc3)CC2)c2c(C)cc(=O)oc2c1 | i | i
Cc1ccccc1NC(=O)Cn1nc(C)c2ccccc2c1=O | i | i
CCCCCCCN1CCC(=O)N([C@H](CO)c2ccccc2)CC1 | i | i
COC(=O)c1ccc(CSc2nc3cc(Cl)ccc3s2)o1 | i | i
COc1ccc(Cl)cc1NC(=O)CN1CCN(S(=O)(=O)N2CCOCC2)CC1 | i | i
Cc1c(Cl)cccc1NC(=O)Cn1cccc1 | i | i
CSC1=NCCN1C(=O)COc1ccc2ccccc2c1 | i | i
Cc1nn(Cc2c(F)c(F)c(F)c(F)c2F)c(C)c1NC(=O)c1c(-c2ccccc2)nn(-c2ccccc2)c1C | i | i
COC(=O)CNC(=O)CSc1nnc2cc(C)c3ccccc3n12 | i | i
COc1ccc(Nc2nc(C)cc(C)c2C(N)=O)cc1OC | i | i
COC(=O)c1ccc(CN2CCCC(C(=O)Nc3ccc(-c4ccn[nH]4)cc3)C2)cc1 (stereo not given) | i | i
CC(C)c1ccc(C(O)P(=O)(OCc2ccccc2)c2ccc(N(C)C)cc2)cc1 (stereo not given) | i | i
COC(=O)c1cc(S(=O)(=O)NCC2CCN(CCc3ccc(OC)cc3)CC2)cn1C | i | i
COc1ccc(C(=O)c2sc(Nc3ccccc3)nc2N)cc1OC | i | i
Cc1ccc(NC(=O)CSc2nnc(CCNC(=O)OC(C)(C)C)o2)c(C)c1 | i | i
COC(=O)c1c(C)[nH]c(C(=O)CC#N)c1C | i | i
O=C(N/N=C/c1ccco1)C(O)c1ccccc1 (stereo not given) | i | i
COc1ccc(CN(Cc2cccn2C)S(=O)(=O)c2cccc(C(F)(F)F)c2)cc1 | i | i
COc1ccc(NC(=S)NC(C)C(c2ccccc2)N2CCOCC2)cc1 (stereo not given) | i | i
COCCn1c(SCC(=O)NC(C)c2ccc(F)cc2)nc2ccccc21 (stereo not given) | i | i
Nc1cccc(-c2nc3cc(S(=O)(=O)c4ccc5oc(-c6cccc(N)c6)nc5c4)ccc3o2)c1 | i | i
COC(=O)c1cc(OC)c(OC)cc1NC(=S)N1CCC(C(N)=O)CC1 | i | i
O=C(/C=C/c1ccc(F)cc1)Nc1ccc2[nH]c(=O)[nH]c2c1 | i | i
Cc1nonc1CC(=O)N1CCCC(C(=O)c2cccc(C(F)(F)F)c2)C1 (stereo not given) | i | i
CN(C)CCCNC(=O)c1ccc(Oc2ccccc2)cc1 | i | i
Cc1ccc(S(C)(=O)=O)cc1C(=O)NC(C)C1CC2CCC1C2 (stereo not given) | i | i
O=S(=O)(c1ccc(Cl)cc1)N1CCN(C2CCN(Cc3ccccc3)CC2)CC1 | i | i
CC(C)[C@H](NC(=O)NCCc1ccc(Cl)cc1)C(=O)O | i | i
CCOC(=O)c1ccc(NC(=O)C2(c3ccc(OC)cc3)CCOCC2)cc1 | i | i
C#CCNc1nc(CC)nc2c1nnn2Cc1ccccc1F | i | i
COC(=O)COc1cc2ccccc2cc1C(=O)Nc1ccccc1 | i | i
C=CCNC(=O)c1cnc(-c2ccccc2)nc1-c1ccccc1 | i | i
CCCn1c(SCC(=O)c2ccc3c(c2)OCCO3)nnc1-c1ccco1 | i | i
CCC(C)NC(=O)CSc1nnc(-c2c[nH]c3ccccc23)o1 (stereo not given) | i | i
CCOC(=O)C1CCN(Cc2ccccc2C(F)(F)F)CC1 | i | i
NC(=O)N/N=C/c1sc(=O)n(-c2ccccc2)c1Cl | i | i
Cc1ccc(CNC(=O)CCC(=O)N2CC(C)Oc3ccc(Cl)cc32)cc1 (stereo not given) | i | i
COC(=O)C1=CO[C@@H](C)[C@H]2CN3CCc4c([nH]c5ccccc45)[C@@H]3C[C@H]12 | i | i
COc1cccc(C(=O)NC2CCN(CC(=O)Nc3nccs3)CC2)c1 | i | i
Cc1ccc(OCC(=O)Nc2nnc(-c3ccco3)s2)cc1 | i | i

Shown in markdown: 18 of the compounds above.
| SMILES | CHT PAM | CHT inh |
| --- | --- | --- |
| CCOC(=O)N1CCC(c2cc(=O)n(-c3ccccc3)[nH]2)CC1 | i | i |
| Cc1c(Cl)cccc1NC(=O)CCCN1C(=O)CCC1=O | i | i |
| CC1CN(CCCCN2C(=O)c3ccccc3C2=O)CC(C)O1 (stereo not given) | i | i |
| C/C(=N/NC(=O)c1sc(NS(=O)(=O)c2ccccc2)nc1C)c1ccc(F)cc1 | i | i |
| CC(C)NC(=O)NC(=O)COC(=O)c1ccc(NC(=O)CC#N)cc1 | i | i |
| CC#CC(=O)N1CCC(n2nccc2NC(=O)c2ccc3c(c2)OCO3)CC1 | i | i |
| O=C1C(c2cc(=O)c3ccccc3[nH]2)=C(O)c2ccccc21 | i | i |
| Cc1cc(NC(=O)CSCC(=O)N(c2cccc(Cl)c2)C(C(=O)NC2CCCCC2)c2ccc(O)c(O)c2)no1 (stereo not given) | i | i |
| COc1ccccc1NC(=O)c1ccc(-c2ccccc2F)o1 | i | i |
| COc1ccc(-c2cc(C(=O)N3CCN(c4ccccc4OC)CC3)no2)cc1 | i | i |
| CCOC(=O)N1CCN(C(=O)C2CCC(CNS(=O)(=O)c3ccc(Cl)cc3)CC2)CC1 (stereo not given) | i | i |
| CN1C(C(=O)NCCc2cccs2)CC2Cn3c(nc4cc5ccccc5cc43)C21 (stereo not given) | i | i |
| CC(C)(C)c1ccc(-c2nc(C#N)c(NCc3ccncc3)o2)cc1 | i | i |
| Cc1ccccc1-c1nc2cc(Cl)ccc2c(=O)o1 | i | i |
| Cc1ccc(S(=O)(=O)NCC(=O)OC(C)C(=O)Nc2ncc(Cl)cc2Cl)cc1 (stereo not given) | i | i |
| CCOC(=O)C(=O)Nc1ccc2c(c1)OCO2 | i | i |
| CCN(CC(=O)NCc1ccc(Cl)cc1)C(=O)CCC(=O)c1ccc(F)cc1 | i | i |
| CCCC(=O)Nc1ccc(N2CCOCC2)cc1 | i | i |

Next section.
SMILES | CHT PAM | CHT inh
O=C(O)C1(c2ccccc2)CCC(Nc2ccccc2)C1 (stereo not given) | i | i
O=C(Oc1ccc(Br)cc1)c1cncc(Br)c1 | i | i
O[C@@H]1[C@@H](O)C=C2CCN3Cc4cc5c(cc4[C@H]1C23)OCO5 (stereo not given in full) | i | i
CC1(C)CC[C@]2(C(=O)O)CC[C@]3(C)C(=CCC4[C@@]5(C)CC[C@H](O)C(C)(C)C5[C@H](O)C[C@]43C)[C@@H]2C1 (stereo not given in full) | i | i
COc1ccccc1/C=N/NC(=O)CC(=O)NCCc1ccccc1 | i | i
CC#CCN1c2ccccc2[C@]23C[C@@H](C(=O)OC)N(C(=O)NC(C)(C)C)C2=NC(C(=O)OC)=C(C(=O)OC)[C@H]13 | i | i
c1cncc(C(c2nnnn2C2CCCCC2)N2CCN3CCCC3C2)c1 (stereo not given) | i | i
O=C(c1ccc(Cl)s1)N1CCCC(N2CCN(c3ccc(F)cc3)CC2)C1 (stereo not given) | i | i
COc1cccc(N=c2oc3cc(O)ccc3cc2C(=O)NCC2CCCO2)c1 (stereo not given) | i | i
O=C(CN(Cc1ccccc1)S(=O)(=O)c1ccccc1)N/N=C/c1ccc([N+](=O)[O-])cc1 | i | i
O=C(NCCc1nnc2ccc(SCC(=O)N3CCCC3)nn12)c1ccccc1 | i | i
O=C(N/N=C/c1ccncc1)NC12CC3CC(CC(C3)C1)C2 | i | i
Nc1nc2nonc2nc1N | i | i
COc1ncccc1C(=O)N1CCCC(C(=O)c2cccc(OC(C)C)c2)C1 (stereo not given) | i | i
Cc1nc(N(C)C)ncc1C(=O)O | i | i

Screening results from PubChem BioAssay.
